Compound activity as filed in PubChem BioAssay.
Ins promoter up – insulin promoter activators in MIN6 cells, imaging, high-content screening, mouse beta cells. MIN6 insulin promoter-GFP reporter; stronger effect = higher value. z-score at 5 µM. actives 0.3% (n = 190,000);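 active = z-score above 3 at 5 µM with at least 500 cells counted in the well; inconclusive = wells under 500 cells, flagged as cytotoxic or low count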
SV40 large T antigen – SV40 large T antigen inhibitors, biochemical (AID 1903); SV40 large T antigen ATPase/helicase inhibition assay; higher % means a stronger effect; actives 0.39% (n = 310,000); inhibition, % at 20 µM, or IC50 in µM where a hit was titrated; in the data active = a potency from the dose series; inconclusive = inhibition mostly from about 32% at the one dose, without a potency; inactive = the rest, 99 in 100 with inhibition below about 32%; also: strong numbers were not always called active
RSV CPE inhibition – RSV antiviral activity via CPE protection, HEp-2 cells, primary 10 µM value included (AID 2391). HEp-2 cells, RSV-induced CPE inhibition; higher % means a stronger effect. CPE inhibition, % at 10 µM; hits with a dose series show IC50 in µM. actives 0.13% (n = 310,000); in the data active = a potency from the dose series; inconclusive = CPE inhibition mostly from about 23% at the one dose, without a potency; inactive = the rest, 99 in 100 with CPE inhibition below about 21%; also: strong numbers were not always called active
Salmonella PhoP GFP – inhibitors of PhoP regulon expression, primary screen, Salmonella Typhimurium, GFP reporter (AID 1863). inhibition, % at 50 µM, or IC50 in µM where a hit was titrated. actives 0.16% (n = 300,000). S. Typhimurium PhoP-regulated promoter GFP reporter, 4 h; higher % means a stronger effect;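 active = inhibition over 29.93%, a cutoff 3 SD above the screen mean, later confirmed by dose response; inconclusive = inhibition over 29.93% but no dose response follow-up; inactive = inhibition at most 29.93% or unconfirmed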;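 also: 0% = low Mg2+ inducing control and 100% = high Mg2+ repressing control; strong numbers were not always called active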
ER stress rescue – rescue of cells from ER stress-induced death, primary screen, 384-well, CSM14.1, thapsigargin, ATP luminescence (AID 1222) | CSM14.1 thapsigargin-induced death rescue, ATP luminescence; higher % means a stronger effect | cellular ATP content (survival), % at 20 µM, or EC50 in µM where a hit was titrated | 190,000 tested, under 10 active;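 active = EC50 below 50 µM in the dose-response confirmation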;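 also: death triggered by thapsigargin at about 15 µM added after 2 h compound pretreatment; cell ATP read after overnight thapsigargin exposure of roughly 18 to 22 hours; normalized against plate controls of thapsigargin alone and 5% DMSO vehicle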
West Nile virus CPE – West Nile virus antiviral activity, cell-based, CPE readout (AID 1621). actives 0.02% (n = 290,000). one-dose CPE inhibition, % at 10 µM; IC50 in µM for titrated hits. West Nile virus-infected cells, CPE inhibition; higher % means a stronger effect; in the data active = a potency from the dose series; inconclusive = CPE inhibition mostly from about 3.7% at the one dose, without a potency; inactive = the rest, 99 in 100 with CPE inhibition below about 2.2%; also: strong numbers were not always called active
human PMI inhibition – inhibitors of human PMI, primary screen, biochemical, fluorescence intensity, coupled assay (AID 1209); Mannose-6-phosphate isomerase (Homo sapiens); purified PMI enzyme, coupled fluorescence intensity; higher % means a stronger effect; one-dose inhibition, % at 20 µM; IC50 in µM for titrated hits; actives 0.42% (n = 190,000);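 also: plate controls were DMSO vehicle for no effect and wells lacking substrate for full effect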
human PMI inhibitors – human PMI inhibitors, high substrate, primary screen, biochemical, fluorescence intensity, high mannose 6-phosphate (AID 1220); actives 0.66% (n = 190,000); Mannose-6-phosphate isomerase (Homo sapiens); inhibition, % at 20 µM; hits with a dose series show IC50 in µM; recombinant PMI enzyme, coupled fluorescence intensity; higher % means a stronger effect
TNAP activators – human TNAP enzyme activators, primary screen, biochemical, luminescent, no phosphate acceptor, uHTS (AID 1001); Alkaline phosphatase, tissue-nonspecific isozyme (Homo sapiens); purified TNAP, luminescent activation assay, no phosphate acceptor; higher activation fold means a stronger effect; activation fold at 20 µM; hits with a dose series show EC50 in µM; actives 0.03% (n = 200,000); in the data active = activation fold from about 3, or a potency from the dose series; inactive = the rest, 99 in 100 with activation fold below about 1.6; also: many of its hits are not listed in these tables
Ins promoter up cell count – further read-out of Ins promoter up, marked with its call; cell count; measured here: cytotoxicity, nuclei count;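 total cells summed across four imaged fields per well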
Active calls of the source: *; ? = inconclusive; nt = no result given. Rule as the data show it, unless noted: active = inhibition above about 50%; inactive = the rest.

SMILES | Ins promoter up | Ins promoter up cell count | SV40 large T antigen | RSV CPE inhibition | Salmonella PhoP GFP | ER stress rescue | West Nile virus CPE | human PMI inhibition | human PMI inhibitors | TNAP activators
COc1ccc(-c2[nH]n(-c3ccc([N+](=O)[O-])cc3)c(=O)c2C=NCc2ccccc2)cc1 | nt | nt | 10% | 2.5% | -9% | 1.7% | -0.3% | 0% | -10% | 1
Cc1ccccc1CN1CCC(Oc2ccc(C(=O)NCc3ccccn3)cc2)CC1 | nt | nt | 17% | 0.2% | -2% | nt | -0.6% | nt | nt | nt
Cc1nc2ccccc2nc1N1CCOCC1 | 0.46 | 926 | 18% | 0.4% | -4% | -2.1% | 0.0% | 6% | 2% | 1.1
Cc1ccccc1Nc1nc2nonc2nc1N1CCOCC1 | nt | nt | 10% | 1.4% | 3% | -0.2% | 0.2% | 6% | -8% | 1.2
Cc1c(Br)c([N+](=O)[O-])nn1CC(=O)Nc1c(C)n(C)n(-c2ccccc2)c1=O | 0.83 | 1440 | 1% | 1.3% | 9% | -0.4% | 0.3% | 15% | 9% | 0.9
CCCNC(=O)c1oc2ccc3c(c2c1C)C(O)CC(C)(C)O3 (centres undefined) | nt | nt | 15% | 1.4% | 6% | nt | -0.2% | nt | nt | nt
O=c1c2c(c(-c3ccccc3)nn1Cc1ccccc1)CCCC2 | nt | nt | 11% | 0.5% | 5% | nt | -0.4% | nt | nt | nt
COc1ccc(-n2c(/C=C(\C)O)nc(=O)c3c(C)cc(C)nc32)cc1 | nt | nt | -2% | 4.0% | -3% | -1.0% | -0.2% | -2% | -5% | 1
CCC(Oc1ccccc1)C(=O)Nc1ccccc1OC (centres undefined) | -0.4 | 1266 | 0% | -0.4% | -4% | nt | -0.2% | 4% | 2% | 1.1
C#CCOC(=O)c1ccccc1C(=O)n1nnc2ccccc21 | 1.2 | 1449 | 11% | 1.6% | 22% | -1.4% | 0.2% | 13% | 10% | 1
Cc1c(Cl)cccc1NC(=O)c1ccccc1-c1ccccc1C(=O)O | nt | nt | 11% | -0.3% | 8% | nt | -0.5% | nt | nt | nt
CC1CCCCN1CCNC(=O)c1cc2c(=O)n(C)c3ccccc3c2n1C (centres undefined) | 1.1 | 1077 | 10% | -2.2% | -4% | -1.1% | 0.5% | 5% | 8% | 1
O=c1c2ccccc2nc2c3ccccc3c3nncn3n12 | 0.17 | 1184 | 15% | nt | -1% | -0.2% | 0.2% | -5% | -7% | 1
O=C(c1ccco1)N1CCC(N2CCN(c3ccccc3)CC2)CC1 | 1.5 | 1015 | 9% | -0.3% | 3% | nt | -0.2% | nt | nt | nt
Cc1c(C(=O)O)sc(S(=O)(=O)N2CCNCC2)c1C(=O)O | -0.03 | 1444 | -44% | nt | 0% | nt | 0.2% | nt | nt | nt
Cc1ccc2c(c1)NC(=O)C(CC(=O)NCCCN1CCN(C3CCCCC3)CC1)O2 (centres undefined) | -1.8 | 1609 | 3% | nt | 12% | nt | -0.2% | 15% | 15% | 1
Cc1cccc(/C=N/NC(=O)c2ccc(Br)cc2)c1 | -0.22 | 1209 | 17% | 3.9% | -4% | -1.6% | 0.0% | -18% | -18% | 1.1
N#CCC(=O)NC1CCC(CC2CCC(NC(=O)CC#N)CC2)CC1 (centres undefined) | nt | nt | -9% | 0.5% | -4% | nt | 0.2% | nt | nt | nt
O=C(COc1ccccc1Br)NCc1ccccn1 | nt | nt | 3% | 0.7% | -4% | -0.5% | -0.1% | 11% | 14% | 1.1
NC(=O)CSc1ncnc2c1nnn2Cc1ccc(F)cc1 | -0.3 | 1300 | -1% | 2.1% | 7% | nt | -0.7% | -11% | -14% | 1
CCCc1nc2oc3c(OCC)ncnc3c2c2c1COC(C)(C)C2 | -0.31 | 984 | 11% | 0.7% | 2% | -0.4% | 1.1% | 1% | -2% | 1.2
CCOC(=O)N1CCN(C(c2cccnc2)c2ccc3cccnc3c2O)CC1 (centres undefined) | nt | nt | 33% | 5.4% | 122µM* | 0.2% | 0.1% | 60%* | 32µM* | 1.1
O=C(CSc1nnnn1-c1ccc2c(c1)CCC2)NCc1cccs1 | -0.24 | 1211 | 3% | 0.3% | 0% | -2.1% | -0.5% | 16% | 11% | 1.1
O=C(CSc1nc(-c2ccco2)cc(C(F)(F)F)n1)NCC1CCCO1 (centres undefined) | -0.08 | 1979 | 0% | 0.4% | 13% | -2.2% | -0.7% | 7% | 5% | 1.1
Cc1ccc(CN2CCN(Cc3cn(C)nc3C)CC2CCO)o1 (centres undefined) | -0.08 | 1067 | 1% | 0.2% | 9% | -1.1% | 0.6% | nt | nt | 1.1
Nc1ncnc2c1ncn2CCOc1ccccc1 | -4.5 | 1003 | 3% | 2.1% | -8% | 4.3% | 0.3% | 9% | -19% | 1.1
CCN(CC(=O)Nc1c(F)cccc1F)C(=O)CNC(=O)c1cccc(C)c1 | nt | nt | 3% | 1.6% | -2% | nt | -0.3% | nt | nt | nt
Nc1c(C(=O)NCc2ccccc2)nnn1Cc1ccc(F)cc1 | -2 | 1649 | 6% | 1.0% | 12% | nt | 0.2% | 4% | 4% | 1.1
COc1ccccc1C(=O)NCCN=C1NS(=O)(=O)c2ccccc21 | nt | nt | 5% | 2.7% | -1% | nt | -0.4% | nt | nt | nt
O=C(c1ccc(F)cc1)C1CCN(C(=O)c2ccncc2)CC1 | -0.48 | 1471 | 25% | -0.3% | 2% | 1.7% | 0.2% | 1% | -5% | 1.2
CCOC(=O)CCc1c(C)c2ccc(OCC(=O)N3CCOCC3)c(C)c2oc1=O | nt | nt | 2% | 0.5% | 0% | nt | -0.2% | nt | nt | nt
O=C(Nc1ccccn1)C1CCN(S(=O)(=O)c2cccc3nonc23)CC1 | 0.86 | 1275 | 10% | 1.1% | -3% | 0.5% | 1.8% | 14% | 9% | 1
CC(OC(=O)c1ccccc1NCc1ccco1)C(=O)Nc1ncc(Cl)cc1Cl (centres undefined) | nt | nt | -4% | 1.6% | -5% | 2.1% | 0.2% | -11% | -5% | 1
Cc1cc(C)nc(NC2=NC3CCCCC3N2)n1 (centres undefined) | 0.39 | 1285 | -6% | -1.7% | 6% | -2.4% | -0.1% | 7% | 5% | 1
CCCN1CCN(S(=O)(=O)c2ccc3c(c2)NC(=O)C(C)S3)CC1 (centres undefined) | nt | nt | -13% | 1.8% | -4% | nt | -0.6% | nt | nt | nt
CCc1ccccc1N(CC(=O)NCc1ccco1)C(=O)CCC(=O)Nc1ccccn1 | nt | nt | 5% | 1.1% | 8% | nt | ? | nt | nt | nt
CCOc1ccc(-c2cc(CCCC(=O)Nc3cccc(OC)c3)no2)cc1 | nt | nt | 8% | 3.2% | -4% | nt | -0.4% | 18% | 19% | 1.1
C=CCC1(CC=C)CCCN1C(=O)c1cc(COc2ccc(-n3cncn3)cc2)on1 | nt | nt | 4% | 1.5% | 7% | nt | ? | nt | nt | nt
CC(c1ccccc1)N1C(=O)c2ccc(C(=O)Nc3ccccc3C(=O)O)cc2C1=O (centres undefined) | nt | nt | 8% | 4.3% | -4% | nt | 1.0% | nt | nt | nt
CC(=O)NC(=O)c1ccc(-c2ccc(Cl)cc2)o1 | 0.71 | 1269 | -9% | -1.1% | 1% | -3.9% | 0.1% | 17% | 2% | 1.1

Compound profiles (already shown). Screens in order: Ins promoter up	Ins promoter up cell count	SV40 large T antigen	RSV CPE inhibition	Salmonella PhoP GFP	ER stress rescue	West Nile virus CPE	human PMI inhibition	human PMI inhibitors	TNAP activators
C=CCC1(CC=C)CCCN1C(=O)c1cc(COc2ccc(-n3cncn3)cc2)on1 across the screens: nt	nt	4%	1.5%	7%	nt	?	nt	nt	nt
CCCN1CCN(S(=O)(=O)c2ccc3c(c2)NC(=O)C(C)S3)CC1 (centres undefined) across the screens: nt	nt	-13%	1.8%	-4%	nt	-0.6%	nt	nt	nt

Further records
SMILES | Ins promoter up | Ins promoter up cell count | SV40 large T antigen | RSV CPE inhibition | Salmonella PhoP GFP | ER stress rescue | West Nile virus CPE | human PMI inhibition | human PMI inhibitors | TNAP activators
O=C(Nc1cccc2ncccc12)c1ccc(-c2ccc(Br)cc2)o1 | -0.25 | 1353 | 3% | 1.7% | -1% | -0.8% | 0.0% | 20% | 40% | 1.1
CC(C)(C)c1ccc(C(=O)NC(=S)NNC(=O)COc2ccccc2)cc1 | nt | nt | 18% | 0.7% | -3% | nt | -1.4% | nt | nt | nt
COc1cc(C2=NOC(C(=O)N3CCOCC3)C2)cc(OC)c1OC (centres undefined) | 0.65 | 1578 | 21% | 0.8% | -3% | 0.1% | 0.0% | -6% | 5% | 1
COCCOC(=O)c1c(NC(=O)CNC2CCCc3ccccc32)sc(C(N)=O)c1C (centres undefined) | -0.22 | 1011 | 0% | 0.1% | 1% | nt | 0.1% | nt | nt | nt
CC(C)(C)C(=O)Nc1ccc(S(=O)(=O)N2CCCC2)cc1 | nt | nt | 14% | 0.9% | -4% | nt | -1.0% | nt | nt | nt
Cn1c2ccccc2c2c(C(=O)N3CCN(C(=O)c4ccco4)CC3)cn(C3CCCCC3)c(=O)c21 | -0.62 | 832 | 7% | ? | 18% | 0.7% | -0.1% | -4% | -5% | 0.7
CC(C(=O)O)N(C(=O)c1ccccc1)c1ccc(F)cc1 (centres undefined) | nt | nt | 12% | 0.1% | 1% | -0.5% | 0.9% | -5% | -1% | 1.1
COc1ccc(CCNC(=O)Cn2c(-c3nonc3N)nc3ccccc32)cc1OC | -0.73 | 1331 | 22% | 1.2% | -7% | -0.2% | nt | 3% | 5% | 1
COc1ccc2nc(C(F)(F)Cl)c(C#N)c(N)c2c1 | -0.21 | 1414 | 6% | 4.7% | -8% | nt | -0.1% | nt | nt | nt
COc1cc(NC(=O)COc2cccc(OC)c2)cc(OC)c1 | 0.01 | 1319 | -11% | -0.9% | 4% | 0.2% | -0.3% | 3% | 3% | 1.2
Cc1occc1C(=O)NCc1ccccn1 | 0.33 | 1879 | 1% | 1.7% | -8% | -3.1% | 0.1% | -1% | 0% | 1
Cc1ccc(N(CC(=O)NC(C)(C)C)C(=O)CNC(=O)c2cccs2)cc1C | 0.04 | 1679 | 12% | 2.5% | -4% | 1.3% | -1.0% | -1% | -3% | 1.1
CN(C)/N=C/c1ccc(/C=N/NC(N)=S)o1 | -0.72 | 1393 | 23% | 9.5% | 0% | -1.5% | 0.5% | -9% | 15% | 1.1
O=C(CNc1ccccc1)Nc1ccc(F)cc1 | 2 | 1199 | -1% | -0.6% | 31% | -0.9% | -0.3% | 5% | 10% | 1
COc1ccccc1C1C(C#N)=C(N)N(N(C)C)C2=C1C(=O)CC(C)(C)C2 (centres undefined) | nt | nt | 9% | 1.0% | 0% | nt | -1.0% | nt | nt | nt
Cc1[nH]n(C(N)=S)c(=O)c1N=Nc1ccc(S(=O)(=O)N2CCCC2)cc1 | nt | nt | 37% | 0.3% | -2% | -2.8% | 0.5% | -8% | -11% | 0.9
